# Compound activity from PubChem BioAssay.
# aSyn yeast inh = alpha-synuclein toxicity inhibition in yeast | AID 652106 | Potency, µM (highest dose often 46.1 µM), without a hit: at the top dose growth rescue (activation), actives largely listed as activators | actives 0.14% (n = 370,000) | Yeast expressing alpha-synuclein, growth rescue, BacTiter-Glo, 24 h; also: potency is read from the fitted curve at half-maximal effect; % of control where 0% means no effect; nearly all actives have a fitted effect of over 65% in size
#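 Galactose-induced alpha-syn yeast (OD600=0.02, raffinose-pregrown) + pinned cpd, 24 hr, 30 deg C; growth by BacTiter-Glo luminescence. Growth restoration scores as activation.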
# GLP1R cytotox = cytotoxicity in counter-screen for GLP-1R inverse agonists; HEK293 cAMP-luciferase reporter cells, luminescence, 24 h; Potency, µM (highest dose often 38.3 µM), for inactives: at the top dose activity change, negative = inhibition, usual class: inhibitors; actives 0.13% (n = 410,000);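 also: loss of luciferase light is scored as toxicity; potency is read from the fitted curve at half-maximal effect; % is scaled to controls: 0 for no effect and ±100 for the full control effect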
#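 1536-well qHTS counterscreen of the MLSMR; 200 cells/uL, 12 h pre-incubation, 23 nL cpd, 24 h at 37 deg C 5% CO2, luciferase detection reagent, 12 min RT, luminescence. Inhibition = undesired.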
# D3 antag = blocks the human D3 dopamine receptor | max response, negative = inhibition, % | actives 2.5% (n = 360,000) | D3R cells, DiscoveRx beta-arrestin luminescence, antagonist mode; active compounds read low; in the data active = max response below about -50%; inconclusive = no clear call, values can overlap the other calls; also: % is scaled to controls: 0 for no effect and ±100 for the full control effect; mostly tested at two doses, the higher about 12 µM
#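 Cells plated overnight at 1500 cells/well, then exposed to library compounds with dopamine controls for 90 minutes at 37 degrees C. DiscoveRx reagent added for 30–60 minutes at room temperature; luminescence read, quantitative HTS format.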
# KB-V1 cytotox = KB-V1 MDR subline cytotoxicity. Potency, µM (top dose mostly 46.1 µM), without a hit: top-dose activity change, negative = cytotoxicity, usual class: cytotoxic. actives 3.4% (n = 400,000). KB-V1 MDR cells viability, CellTiter-Glo, 72 h; also: potency is read from the fitted curve at half-maximal effect; % is scaled to controls: 0 for no effect and ±100 for the full control effect; nearly all actives have a fitted effect of over 60% in size
#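 Following 72 h at 37 degrees C with compound, KB-V1 cell viability was read by CellTiter-Glo luminescence, medium being phenol-red-free DMEM plus 10% FBS; concentration-response parameters came from normalized, curve-fitted qHTS data.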
# TDP-43 yeast inh = inhibitors of TDP-43 toxicity in yeast; TDP-43 expressing yeast growth rescue, BacTiter-Glo, 24 h; Potency, µM (top dose mostly 46.1 µM), without a hit: top-dose growth rescue (activation), hits mostly activators; actives 1.8% (n = 410,000); also: potency is read from the fitted curve at half-maximal effect; % of control where 0% means no effect; nearly all actives have a fitted effect of over 50% in size
#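 Luminescence from BacTiter-Glo reports growth of TDP-43-expressing yeast after 24 hr at 30 deg C with compound. Cells were raffinose-pregrown to mid-log, then seeded in galactose medium at OD600=0.02.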
# PTHR1 ag = PTHR1 (human) receptor agonism | Q03431 | HEK293 GP2 PTHR1 cells, GloSensor cAMP luminescence, 1 h | Potency, µM (series often up to 115 µM), without a hit: top-dose activation, actives largely listed as activators | actives 0.075% (n = 410,000); also: potency is read from the fitted curve at half-maximal effect; nearly all actives have a fitted effect of over 55% in size; some results filed as inactive show a strong effect at the top dose; inactives centre near -15; many of its hits are not listed in these tables
# Target sequence (Q03431 whole entry, looked up): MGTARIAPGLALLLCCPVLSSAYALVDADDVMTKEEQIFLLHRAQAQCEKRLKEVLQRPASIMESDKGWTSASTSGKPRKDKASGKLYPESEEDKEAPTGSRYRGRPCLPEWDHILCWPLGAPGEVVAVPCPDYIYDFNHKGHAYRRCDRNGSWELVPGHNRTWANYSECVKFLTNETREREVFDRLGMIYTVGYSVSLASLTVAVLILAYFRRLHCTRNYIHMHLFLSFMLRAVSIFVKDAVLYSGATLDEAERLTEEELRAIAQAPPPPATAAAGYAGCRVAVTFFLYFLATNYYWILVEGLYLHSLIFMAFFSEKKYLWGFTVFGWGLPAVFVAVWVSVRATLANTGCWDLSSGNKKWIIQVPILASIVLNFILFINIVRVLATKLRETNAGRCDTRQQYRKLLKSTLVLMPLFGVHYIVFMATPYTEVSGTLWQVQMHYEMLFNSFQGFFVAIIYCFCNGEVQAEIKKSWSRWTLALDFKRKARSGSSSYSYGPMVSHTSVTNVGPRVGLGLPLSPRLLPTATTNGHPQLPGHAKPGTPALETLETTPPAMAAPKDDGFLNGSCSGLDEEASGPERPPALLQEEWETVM
#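 HEK-293-derived GP2 cells expressing PTHR1 and a GloSensor cAMP reporter, 3,000/well, plated overnight, given luciferin plus IBMX (each 0.5 mM as added) for 1 h at 37 °C, then compound for 1 h at 37 °C. Luminescence was read after 15 min at room temperature.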
# GLP-1R agonist = activates the human GLP-1 receptor. Potency, µM (top dose mostly 45.6 µM), for inactives: at the top dose activation, most hits filed as activators. HEK293 GLP-1R CRE-luciferase, luminescence, 4-6 h; cells express a hypersensitive GLP-1R form. actives 0.007% (n = 380,000); also: potency is read from the fitted curve at half-maximal effect; % of control where 0% means no effect
# Target sequence (P43220 whole entry, looked up): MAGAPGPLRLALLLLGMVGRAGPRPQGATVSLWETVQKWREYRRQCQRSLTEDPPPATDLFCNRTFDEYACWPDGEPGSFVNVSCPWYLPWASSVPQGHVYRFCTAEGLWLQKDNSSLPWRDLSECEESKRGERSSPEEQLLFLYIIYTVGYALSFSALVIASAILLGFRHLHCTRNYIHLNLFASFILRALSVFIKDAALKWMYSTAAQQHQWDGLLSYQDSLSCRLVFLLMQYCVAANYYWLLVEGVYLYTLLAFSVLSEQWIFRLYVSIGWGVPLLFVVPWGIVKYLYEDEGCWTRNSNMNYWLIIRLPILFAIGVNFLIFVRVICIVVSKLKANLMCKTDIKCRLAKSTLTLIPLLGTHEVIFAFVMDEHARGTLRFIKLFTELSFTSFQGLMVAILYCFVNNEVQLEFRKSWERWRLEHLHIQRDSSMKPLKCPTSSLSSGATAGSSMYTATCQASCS
# D3 ag = agonists of human D3 dopamine receptor; max activation, %; D3R DiscoveRx beta-arrestin cells, luminescence, 90 min; actives 0.58% (n = 410,000); P35462; in the data active = max activation above about 30%; also: 0% is about no effect; mostly tested at two doses, the higher about 12 µM
#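 Agonist mode: compounds and dopamine controls were applied to plated cells for 90 min at 37 degrees C after an overnight attachment at 1500 cells/well. Luminescent read-out followed 30 - 60 minutes at room temperature with DiscoveRx detection reagent.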
# GLP-1R inv ag = GLP-1 receptor (human) inverse agonism; P43220; HEK293 GLP-1R CRE-luciferase, luminescence, 24 h; GLP-1R form is constitutively active; Potency, µM (series often up to 38.3 µM), inactives show at the top dose activity change, negative = inhibition, most hits filed as inhibitors; actives 1.6% (n = 410,000); also: potency is read from the fitted curve at half-maximal effect; % is scaled to controls: 0 for no effect and ±100 for the full control effect; nearly all actives have a fitted effect of over 55% in size
#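 Readout was luciferase luminescence, measured 12 min after detection reagent at room temperature. Beforehand, GLP-1R reporter HEK293 cells had sat 12 h, then received compounds for 24 hr at 37 deg C.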
# Starred values were filed as active, the others as inactive; i = inactive; ? = inconclusive; . = no result given; [ ] = remark or other dose. Unless noted, calls follow the shape of the dose curve; as a rule, active = well fitted curve in the direction sought with a large enough effect; inconclusive = small, poorly fitted or top-dose-only effect, or another doubt; inactive = no such curve, though single readings can be large; an effect the other way counts as inactive or inconclusive. These rows are one share of the data; rates above refer to the full screens.
SMILES,aSyn yeast inh,GLP1R cytotox,D3 antag,KB-V1 cytotox,TDP-43 yeast inh,PTHR1 ag,GLP-1R agonist,D3 ag,GLP-1R inv ag
COc1ccc(CN(C)S(=O)(=O)c2ccc3c(c2)OCCO3)cc1,8%,4%,3,.,0%,-13%,4%,8,-3%
C/C(=N\NC(=O)COc1c(C)cccc1C)c1cccs1,1%,6%,20,-15%,6%,i,7%,15,4%
CC1Cc2cc(S(=O)(=O)NCc3ccc(N(C)C)cc3)ccc2N1C(=O)C1CCC1 (stereo not drawn),.,-8%,.,14%,3%,-45%[inhibitor],.,-18,-9%
CCCCCCNC(=O)c1cn(CC)c2cc(N3CCN(C)CC3)c(F)cc2c1=O,0%,?,-25,0%,6%,-2%,1%,-6,?
COc1cc(C(=O)Nc2ccc(C)c(S(=O)(=O)N(C)C)c2)ccc1OCC(=O)N1CCOCC1,-5%,12%,2,1%,27%,-2%,-2%,0,5%
N#CC(c1ccccc1)c1cccc(Cl)n1 (stereo not drawn),-2%,0%,-28,0%,-8%,i,5%,-16,-20%
CC(=O)Nc1ccc(S(=O)(=O)NCCC(=O)OCC(=O)NC(C)c2ccc(Cl)cc2)cc1 (stereo not drawn),-7%,1%,-10,9%,3%,-16%,-5%,-3,1%
CCOC(=O)C(C)n1cnc2c(nnn2-c2ccc(C)cc2)c1=O (stereo not drawn),-12%,5%,13,2%,-36%[inhibitor],-39%[inhibitor],16%,0,0%
CN(Cc1ccccc1)C(=O)c1nc2ccccn2c1CN1CCCC1c1nccs1 (stereo not drawn),2%,-5%,5,5%,8%,i,13%,-5,4%
Cc1ccc(NC(=O)c2ccc3c(c2)OCCO3)cc1,-21%,-24%,-27,-17%,-20%,-20%[57.5 µM],-34%[inhibitor],-4,?
COc1ccc(/C=C/C(=O)NC2CCCCC2C)cc1 (stereo not drawn),1%,-19%,2,-8%,21%,i,10%,-3,?
CC(C)(C)OC(=O)N1CCN(C(=O)c2[nH]cnc2C(=O)Nc2ccccc2F)CC1,15%,-1%,1,?,13%,-20%,-1%,6,-9%
O=C(c1ccc2c(c1)OCO2)C1CCCN(Cc2cccn2-c2cccnc2)C1 (stereo not drawn),2%,-6%,-8,?,21%[9.22 µM],-20%,9%,-22,?
Cc1cc(=O)n2[nH]c(NC(=O)c3cccc(Cl)c3)nc2n1,.,1%,.,.,13%,-6%,.,-5,5%
O=C(NCc1ccccc1)c1cccnc1,-33%[inhibitor],5%,-19,22%,4%,-14%,6%,-3,6%
O=C(NCCN1CCOCC1)c1cccc(S(=O)(=O)N2CCCCCC2)c1,1%,-16%,2,-4%,0%,i,-8%,-4,-8%
O=C(COC(=O)c1c[nH]c2ccccc12)Nc1ccc(F)cc1,-2%,6%,-27,0%,-12%,?,1%,2,?
CC1CCC/C(=C\Nc2ccc(C(=O)O)cc2)C1=O (stereo not drawn),7%,5%,8,-3%,-16%[9.22 µM],-29%,1%,5,?
CC(=O)N=c1cccc(NC(C)=O)n1O,-9%,4%,6,5%,-7%,-8%[57.5 µM],-1%,7,4%
Cc1ccc(Cn2c(=O)c3cccnc3n(CC(=O)Nc3cc(Cl)ccc3C)c2=O)cc1,.,4%,.,19%,9%,i,.,0,-6%

# A different layout for some results above:
molecule | aSyn yeast inh | GLP1R cytotox | D3 antag | KB-V1 cytotox | TDP-43 yeast inh | PTHR1 ag | GLP-1R agonist | D3 ag | GLP-1R inv ag
CCOC(=O)C(C)n1cnc2c(nnn2-c2ccc(C)cc2)c1=O (stereo not drawn) | -12% | 5% | 13 | 2% | -36%[inhibitor] | -39%[inhibitor] | 16% | 0 | 0%
CN(Cc1ccccc1)C(=O)c1nc2ccccn2c1CN1CCCC1c1nccs1 (stereo not drawn) | 2% | -5% | 5 | 5% | 8% | i | 13% | -5 | 4%
Cc1ccc(NC(=O)c2ccc3c(c2)OCCO3)cc1 | -21% | -24% | -27 | -17% | -20% | -20%[57.5 µM] | -34%[inhibitor] | -4 | ?

# Remaining list, next part
SMILES,aSyn yeast inh,GLP1R cytotox,D3 antag,KB-V1 cytotox,TDP-43 yeast inh,PTHR1 ag,GLP-1R agonist,D3 ag,GLP-1R inv ag
Cc1ccc(CNC(=O)C2CC(c3cccc(F)c3)=NO2)cc1 (stereo not drawn),7%,-14%,14,?,16%,-24%,4%,1,16%
C=CCN1C(=O)C2C(C(=O)NC3CCCCC3)C3C=CC2(O3)C1C(=O)NC1CCCC1 (stereo not drawn),5%,-10%,-4,19%,3%,i,-7%,1,9%
CC(CNc1ccccc1O)C(=O)O (stereo not drawn),3%,-38%,-9,19%,-7%,i,-3%,-10,-51%
CCOCCCN(Cc1cc2cc(C)cc(C)c2[nH]c1=O)C(=O)N(CC)CC,0%,3%,-4,-8%,0%,i,-7%,0,0%
CCNc1ccc(C(=O)OCC(=O)c2cc(C)n(Cc3ccc4c(c3)OCO4)c2C)cc1[N+](=O)[O-],-4%,-8%,3,?,4%,-3%,?,5,3%
CC(C)C(=O)Nc1c(C(=O)N2CCN(c3ncccn3)CC2)oc2ccccc12,-2%,-1%,12,-1%,20%,i,-5%,13,33%[activator]
COc1ccc(C(=O)NC(=S)NC2CCCCC2)cc1,-12%,?,-23,-19%,18%,-5%,-4%,-14,?
O=C(CC1(O)C(=O)N(Cc2ccc3c(c2)OCO3)c2ccccc21)c1ccccc1 (stereo not drawn),14%,11%,-25,-12%,-5%,-2%[57.5 µM],10%,2,-11%
COc1ccccc1N(CC(=O)NCCSc1ccccc1)S(=O)(=O)c1ccccc1,10%,1%,37,.,23%,-36%,-1%,19,?
Cc1cccc(-c2n[nH]c(=S)n2-c2ccccc2)c1[N+](=O)[O-],-2%,-19%,-20,?,15%,i,-14%,3,6%
CCc1nc(N2CCN(C(=O)CCCl)CC2)c2c3c(sc2n1)CCCC3,10%,1%,-1,-22%,20µM*,i,21%,-1,?
CCSc1nc2sc3c(c2c(=O)[nH]1)CCCC3,2%,1%,26,-16%,7%,i,-11%,2,0%
CCc1ccc(-n2c(=O)c3c4c(sc3n(CC(=O)N3CCCCC3CC)c2=O)CCC4)cc1 (stereo not drawn),.,7%,.,3%,20%,-23%,-1%,-7,-16%
COC(=O)C1=C(C(=O)OC)[C@@H]2N(C)c3ccc(OC)cc3[C@@]23C[C@@H](C(=O)OC)N(S(=O)(=O)c2ccc([N+](=O)[O-])cc2)C3=N1,-6%,-19%,0,14%,15%,i,-4%,1,-3%
O=C(COC(=O)c1ccc([N+](=O)[O-])s1)Nc1cccc(S(=O)(=O)NC2=NCCCCC2)c1,2%,-1%,-1,-9%,15%,i,1%,2,9%
CCCOc1ccccc1NC(=O)/C=C/C(N)=O,12%,?,14,29%,-17%,i,-26%,1,-12%
COc1ccc(OCc2nnc(SCC(=O)NC3CCCCC3)o2)cc1,2%,-4%,-4,-8%,-1%,-22%,1%,12,?
c1ccc(NC2=Nc3ccccc3CC2)cc1,-5%,-26%,19,-5%,0%,i,7%,-8,-7%
O=C(CSC1CN(C(c2ccccc2)c2ccccc2)C1)N/N=C/c1ccccc1,-2%,?,0,-14%,-27%,i,8%,4,?
COCCN1Cc2cccc(C(=O)NC(C)CCc3ccco3)c2C1=O (stereo not drawn),-14%,28%,17,-1%,-20%,0%,5%,-1,35%[activator]
Cn1cnnc1SCc1ccc(C(=O)NN)cc1,2%,14%,1,-8%,8%,-23%,-3%,-5,24%
CCc1ccc(NC(=O)N2CCCCCC2)cc1,0%,-3%,-16,15%,17%,-5%,-4%,0,?
CC(C)CCNC(=O)c1nn(Cc2ccccc2)c(=O)c2ccccc12,1%,15%,-23,-22%,-18%,i,0%,-1,?
COc1ccccc1CNC(=O)CN1C(=O)CCCc2ccccc21,.,2%,.,1%,3%,i,.,-12,-11%
CCSc1nnc2ccc(-c3ccco3)nn12,3%,0%,0,1%,3%,i,-3%,-6,8%
Cc1sc2ccccc2c1CNC[C@H]1O[C@@H](n2cnc(C(N)=O)n2)[C@H](O)[C@@H]1O,2%,7%,18,8%,12%,-13%,1%,48*,11%
CC1CCCCC1NC(=O)C(Cc1ccccc1)NS(=O)(=O)c1cccs1 (stereo not drawn),2%,29%,-22,-14%,-18%,i,2%,-13,-6%
Nc1ccc2c(c1Br)Cc1ccccc1-2,-11%,12%,-8,-3%,35µM*,i,11%,0,1%
Cc1cc(CN(C)Cc2cn(C)nc2-c2ccc(Oc3ccccc3)cc2)on1,0%,4%,-11,9.2µM*,5%,-28%,23%,2,?
Cc1ccc(C)c(NC(=S)NCc2cccs2)c1,-1%,?,1,-14%,0%,i,-1%,-8,?
NC(=O)Cn1c(=O)n(CC(=O)N2CCCCC2)c(=O)c2sccc21,-10%,2%,-9,0%,-5%,i,-1%,0,11%
O=C1C(=C(c2ccccc2)N2CCOCC2)Cc2ccccc21,12%,-28%,-125*,?,13µM*,-47%[inhibitor],-9%,-20,?
Cc1nonc1NC(=O)OCCN1CCOC1=O,1%,9%,4,-3%,-13%,i,-13%,1,1%
OC(c1ccc(Cl)c(F)c1)c1ncc(-c2ccccc2C(F)(F)F)[nH]1 (stereo not drawn),3%,1%,5,5%,?,-21%,19%,-1,?
CC(C(=O)Nc1nc(-c2ccc(F)c(F)c2)cs1)N1C(=O)C2CC=CCC2C1=O (stereo not drawn),14%,-38%,47,1%,20%,-46%[inhibitor],0%,6,?
COc1cccc(-c2ccc(SCC(=O)N3CCN(c4ccccc4)CC3)nn2)c1,16%,17%,6,15µM*,1%,-41%[inhibitor],4%,2,16%
CCOc1ccc(OCc2ccc(C(=O)OCc3ccccn3)o2)cc1,-3%,-7%,15,0%,7%,-33%,-16%,5,?
